D2 agonist: D2 dopamine receptor (human) agonism; activation, % at 2 µM; actives 0.53% (n = 340,000); HEK293 T-REx D2 cells, calcium flux agonist mode; AID 485358; P14416;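 active means activation over 3 SD above normal in the single-dose calcium agonist read, cut at about 30% in these data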; further: 0% is about no effect
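In this primary screen, compounds producing a positive calcium signal within 180 s of addition to tetracycline-induced, force-coupled HEK293 Trex D2 cells are flagged; cells are dye-loaded with a no-wash calcium kit beforehand.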
D2 potentiator: positive allosteric modulators of human D2 dopamine receptor. P14416. AID 485347. actives 0.34% (n = 340,000). potentiation, % at 10 µM. HEK293 T-REx D2, calcium flux, EC20 dopamine potentiation;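 active means potentiation over 3 SD above the plate norm, cut at about 30% in these data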; further: 0% is about no effect
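Using a no-wash calcium dye in inducible, force-coupled HEK293 Trex cells expressing D2, we tracked fluorescence each second for 180 s after compound, then for 180 s after EC20 dopamine to detect augmented signalling.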
D1 potentiator: potentiators of human D1 dopamine receptor. P21728. HEK293 TREx D1 cells, calcium flux, dopamine EC20 potentiation. potentiation, % at 10 µM. actives 0.036% (n = 360,000). AID 504651; in the data active means potentiation above about 30%; further: 0% is about no effect
Target sequence (P21728 whole entry, looked up): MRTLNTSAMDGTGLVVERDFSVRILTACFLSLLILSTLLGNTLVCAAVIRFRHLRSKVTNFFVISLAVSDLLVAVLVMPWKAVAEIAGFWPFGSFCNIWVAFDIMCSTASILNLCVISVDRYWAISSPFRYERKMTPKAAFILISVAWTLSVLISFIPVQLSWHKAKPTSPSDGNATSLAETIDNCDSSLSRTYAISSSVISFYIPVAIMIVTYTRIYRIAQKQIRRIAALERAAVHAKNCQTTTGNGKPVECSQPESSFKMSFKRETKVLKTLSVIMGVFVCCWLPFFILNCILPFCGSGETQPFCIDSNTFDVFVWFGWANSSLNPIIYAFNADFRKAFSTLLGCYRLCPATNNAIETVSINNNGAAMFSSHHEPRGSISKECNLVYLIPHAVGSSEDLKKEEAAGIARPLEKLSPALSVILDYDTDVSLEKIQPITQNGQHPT
TRHR enhancer: allosterically enhances the human TRH receptor. TRHR cells, fluo-8 calcium fluorescence, EC20 TRH enhancement. enhancement, % at 2 µM. actives 0.66% (n = 360,000). AID 493056; in the data active means enhancement above about 30%; further: 0% is about no effect
Target sequence (P34981 whole entry, looked up): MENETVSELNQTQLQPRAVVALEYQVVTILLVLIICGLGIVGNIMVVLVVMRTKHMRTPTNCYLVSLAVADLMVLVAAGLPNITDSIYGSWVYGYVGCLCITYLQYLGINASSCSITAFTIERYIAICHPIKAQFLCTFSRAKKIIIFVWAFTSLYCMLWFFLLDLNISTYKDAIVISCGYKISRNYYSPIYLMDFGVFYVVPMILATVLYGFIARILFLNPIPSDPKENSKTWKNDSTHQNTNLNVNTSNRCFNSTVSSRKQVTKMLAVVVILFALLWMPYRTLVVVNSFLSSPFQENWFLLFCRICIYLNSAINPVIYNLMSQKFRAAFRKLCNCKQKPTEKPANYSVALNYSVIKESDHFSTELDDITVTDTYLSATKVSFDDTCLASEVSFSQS
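TRHR-expressing cells loaded with fluo-8 calcium dye were read kinetically (ex 480/em 530) during compound addition, then stimulated with an EC20 of TRH (10 nM final). Enhancement of the Gq-mediated intracellular calcium response was scored.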
RXFP1 antag: antagonists of human relaxin receptor RXFP1 | Q9HBX9 | HEK293-RXFP1, relaxin-stimulated cAMP HTRF, 30 min; active compounds read low | activity change, negative = inhibition, % at 57.5 µM | actives 0.59% (n = 350,000);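 active means activity change of -60% or lower, but not beyond a set lower limit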; further: on the % scale 0 is the no-effect control and ±100 the full control effect
TRHR ag: activates the human TRH receptor; P34981; TRHR cells, calcium flux fluo-8, FDSS agonist mode; activation, % at 2 µM; actives 0.18% (n = 360,000); AID 493084; further: 0% is about no effect
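Fluo-8-loaded TRHR cells; 10 s baseline, compound added, kinetic Ca2+ fluorescence read 1/s, agonist mode.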
D1 ag: human D1 receptor agonism | HEK293 T-REx D1 cells, calcium flux, agonist mode | activation, % at 2 µM | actives 1% (n = 360,000) | AID 504660; further: 0% is about no effect
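Tetracycline-induced HEK293 TREx D1 cells, force-coupled to calcium signalling, were dye-loaded with a no-wash calcium kit. Compound was pin-added after a 10 s baseline. Fluorescence was read kinetically at 1 cycle/s for 180 s, with calcium rises flagged as agonism.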
D2 antag: antagonists of human D2 dopamine receptor; inhibition, % at 10 µM; P14416; actives 2% (n = 340,000); HEK293 TREx D2 cells, calcium flux, dopamine EC80; in the data active means inhibition above about 30%; further: 0% is about no effect
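Read-out: kinetic calcium fluorescence (1 cycle/s) in inducible HEK293 T-REx D2 cells after an EC80 dopamine addition that followed 180 s compound preincubation. Loss of the dopamine response indicates antagonism.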
D1 antag: antagonists of human D1 dopamine receptor. P21728. activity change, negative = inhibition, % at 10 µM. actives 3.2% (n = 360,000). HEK293 TREx D1 cells, calcium flux, dopamine EC80; active compounds read low; in the data active means activity change below about -30%; further: on the % scale 0 is the no-effect control and ±100 the full control effect
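Tetracycline-induced HEK293 T-REx cells with force-coupled D1 receptor were loaded with a no-wash calcium dye. Compound was added after a 10 s baseline and read kinetically for 180 s; EC80 dopamine was then added and calcium flux followed another 180 s.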
* hit, by the source's call; / = not tested or not shown. Unless noted, no stated cut-off is given here; in the data, active means activation above about 30%; inactive means the rest. Hits appear at their usual frequency; about 7.1% have a hit in one of these screens.

mol	D1 potentiator	D2 potentiator	D1 ag	D2 antag	D1 antag	RXFP1 antag	D2 agonist	TRHR ag	TRHR enhancer
Cc1nn(-c2ccccc2)c(Cl)c1/C=N/Nc1nnc(C)c(=O)[nH]1	-5	14	10	1	0	-24	0.3	-0.5	3
COC(=O)c1ccc(OCCOc2ccccc2C)cc1	-3	4	3	-2	-4	-22	0.3	-0.4	6
N#Cc1ccc(C(=O)CSc2nnc(-c3ccc(C(F)(F)F)cn3)s2)cc1	-3	5	2	2	-17	-5	0.0	0.6	-5
C[C@]12CCC3C(CC[C@H]4CC(O)CC[C@]34C)C1CC/C2=N/NC(=O)c1ccncc1 (some centres undefined)	7	-3	2	-17	1	-2	-1.9	0.2	4
Cc1ccc2nc(NC(=O)CSc3nc(=O)n(CCN(C)C)c4c3CCCC4)sc2c1	-4	12	17	-5	1	-2	2.3	11	-2
O=C(Nc1ccccc1)c1cnc(-c2ccccc2)nc1-c1ccccc1	0	9	20	1	7	-6	1.4	-0.9	10
CN1C(C(=O)NCc2cccc(C(F)(F)F)c2)CC2Cn3c(nc4ccccc43)C21 (centres undefined)	-1	2	0	23	17	/	-0.1	-0.7	-8
Cc1ccc(C(=O)Nc2ccncc2)cc1S(=O)(=O)N1CCOCC1	-6	2	5	-6	-16	-1	1.1	0.2	1
O=S(=O)(NCC1CCN(S(=O)(=O)c2ccccc2)CC1)c1ccccc1	-3	6	6	5	16	-3	0.1	1.1	-3
CCc1cccc(CC)c1NC(=S)N1CCn2cccc2C1c1cccnc1 (centres undefined)	-5	-6	2	-4	0	8	-0.6	-0.3	0

A different layout for part of the listing above.
Every second line gives: D1 potentiator	D2 potentiator	D1 ag	D2 antag	D1 antag	RXFP1 antag	D2 agonist	TRHR ag	TRHR enhancer
O=S(=O)(NCC1CCN(S(=O)(=O)c2ccccc2)CC1)c1ccccc1
    -3	6	6	5	16	-3	0.1	1.1	-3
C[C@]12CCC3C(CC[C@H]4CC(O)CC[C@]34C)C1CC/C2=N/NC(=O)c1ccncc1 (some centres undefined)
    7	-3	2	-17	1	-2	-1.9	0.2	4
COC(=O)c1ccc(OCCOc2ccccc2C)cc1
    -3	4	3	-2	-4	-22	0.3	-0.4	6
Cc1nn(-c2ccccc2)c(Cl)c1/C=N/Nc1nnc(C)c(=O)[nH]1
    -5	14	10	1	0	-24	0.3	-0.5	3
O=C(Nc1ccccc1)c1cnc(-c2ccccc2)nc1-c1ccccc1
    0	9	20	1	7	-6	1.4	-0.9	10

(listing goes on)
mol	D1 potentiator	D2 potentiator	D1 ag	D2 antag	D1 antag	RXFP1 antag	D2 agonist	TRHR ag	TRHR enhancer
Cc1cc(C)cc(N(C(=O)c2ccc(Br)o2)C2C=CS(=O)(=O)C2)c1 (centres undefined)	-2	-4	0	-3	2	12	-0.1	0.5	1
CN1CCCN(C(=O)CC2(CC(=O)O)CCCCC2)CC1	-3	-11	1	16	-9	-5	1.6	0.4	2
CC(=O)Nc1ccc(Nc2c3ccccc3nc3ccccc23)cc1	0	25	0	2	-4	-10	-0.3	-0.2	12
CC1(C)Cc2c(c(-c3ccco3)nc3sc4c(NCCN5CCOCC5)ncnc4c23)CO1	4	/	5	/	-2	-14	/	-0.2	3
Cc1cccc(C)c1Nc1c(-c2ccc(O)cc2)nc2sccn12	0	-5	-1	/	-17	/	-0.8	-0.6	2
Cc1ccc(-n2ccc(=O)c(C(=O)Nc3ccc(S(=O)(=O)Nc4nccc(C)n4)cc3)n2)cc1	-7	-9	3	-7	9	-5	-0.6	0.0	-1
Cc1cc(C)n(C(=O)CCC(=O)NCc2ccccc2)n1	2	-4	3	6	-4	-6	0.4	0.1	-3
Cc1ccc(S(=O)(=O)N2C(=O)CCC2C(=O)N2CCCCC2)cc1 (centres undefined)	-2	4	1	-1	1	-6	-0.3	0.7	-6
Cc1cccc(C(=O)Nc2cccc(OCC(=O)O)c2)c1	-11	-11	2	15	1	7	-0.8	0.9	13
CCOC(=O)C1(CC2CC2)CCN(C(=O)c2ocnc2C)CC1	2	11	2	-1	-6	1	0.3	0.0	10

(list continues)
mol	D1 potentiator	D2 potentiator	D1 ag	D2 antag	D1 antag	RXFP1 antag	D2 agonist	TRHR ag	TRHR enhancer
NC(=O)CC(NC(=O)Cc1cccc2ccccc12)c1ccc(N2CCN(c3ccccc3)CC2)c([N+](=O)[O-])c1 (centres undefined)	-3	7	3	-12	-1	/	-1.5	0.0	14
CN(Cc1ccccc1)S(=O)(=O)c1ccc(OCC(=O)Nc2cccc([N+](=O)[O-])c2)cc1	-3	-2	5	18	-21	-4	0.8	0.5	-3
CSc1nn(Cc2ccc(C)cc2)c(N)c1S(=O)(=O)c1ccccc1	1	-9	4	/	-7	/	-0.7	-1.2	10
COc1ccc(CNC(=O)c2cc3cccc4c3n2CC(C)S4)cc1 (centres undefined)	0	-7	2	/	-5	-30	-0.6	0.3	-4
Cc1ccc(NC(=O)C(=O)NCCN2CCN(C(=O)C(c3ccccc3)c3ccccc3)CC2)cc1	-6	1	3	-16	-3	-1	-0.9	0.3	3
Oc1ccc(N=Nc2ccc3ccccc3c2)cc1	-15	13	1	-7	-4	0	0.6	0.1	6
Cc1ccc(C)c(NC(=O)CN(C)C(=O)c2cc(-c3cccs3)nn2-c2ccccc2)c1	-6	-8	4	8	15	-21	-0.4	-0.1	10
CCn1cc(C(=O)O)c(=O)c2cc(F)c(N3CCN(C(=S)Nc4ccccc4OC)CC3)cc21	4	3	2	-6	-5	-10	0.1	-0.1	0
Cc1cc(C)cc(N2C(=O)CC(N(C(=O)c3ccco3)c3cc(C)cc(C)c3)C2=O)c1 (centres undefined)	1	-3	3	-8	-5	-3	2.6	-0.1	-4
O=C(NC1CC(=O)N(c2ccc(Cl)cc2)C1)c1ccc2c(c1)OCO2 (centres undefined)	0	-18	-4	/	/	-3	/	-0.5	-1

Next section
mol	D1 potentiator	D2 potentiator	D1 ag	D2 antag	D1 antag	RXFP1 antag	D2 agonist	TRHR ag	TRHR enhancer
Cc1ccc(CCNC(=O)c2ccc3c(Cl)c4c(nc3c2)CCCC4)cc1	6	17	4	/	10	/	-0.8	0.2	1
CCCC(=O)Nc1ccc(C(=O)N2CCCC2)cc1	1	12	-1	/	7	8	/	-0.1	2
CN(C)/C=C1\C=C2C(=O)c3ccccc3N2C1=O	2	-7	335*	18	-62*	/	96*	249*	31*
Cc1ccc(C)c(NC(=O)COC(=O)CCC(=O)c2cccs2)c1	-3	6	1	-10	4	8	0.7	0.0	-2
COc1ccc(NC(=O)/C(Cl)=C(/Cl)S(=O)Cc2ccccc2)cn1 (centres undefined)	3	4	-1	32*	15	-72*	2.3	0.0	1
Cc1ccc(OCCNC(=O)c2cccc(C)c2)cc1	2	0	5	-10	1	0	0.1	-0.5	-2
O=C(/C=C/c1ccco1)Nc1ccc(N2CCCC2)cc1	0	1	0	-9	-12	-10	-0.4	-0.2	3
CCN(CC)S(=O)(=O)c1cccc(NC(=O)c2ccc(Br)cc2)c1	-6	-7	8	11	-30	-3	-5.8	-1.1	-10
O=C(CN1C(=O)c2ccccc2C1=O)NCC1CCCO1 (centres undefined)	-2	8	3	-18	7	3	0.5	0.7	0
CCCc1nnc(NC(=O)c2nc(S(=O)(=O)Cc3cccc(C)c3)ncc2Cl)s1	5	30*	1	-13	-2	-36	-1.2	0.6	1

Later entries
mol	D1 potentiator	D2 potentiator	D1 ag	D2 antag	D1 antag	RXFP1 antag	D2 agonist	TRHR ag	TRHR enhancer
Cn1c(=O)c2c(nc(SCCOc3ccc4ccc(=O)oc4c3)n2C)n(C)c1=O	-6	4	2	16	-1	/	0.1	0.4	2
O=C1NCCN(Cc2ccc(Cl)c(F)c2)C1CC(=O)N1CCc2ccccc2C1 (centres undefined)	0	-22	2	7	31	4	0.5	0.7	-8
CCCn1c(C)cs/c1=N\C(=S)Nc1ccccc1	5	0	2	-13	16	/	-0.2	-0.5	23
Cc1ccnc(SCc2cn3c(C)cc(C)nc3n2)n1	2	5	-4	-18	8	-1	0.1	-0.6	-1
Cc1ccc(O)c(C(CC(=O)NCc2cccnc2)c2ccccc2)c1 (centres undefined)	2	-6	0	4	-5	-1	0.4	-0.3	-2
COc1ccc(S(=O)(=O)NCC(c2cccnc2)N2CCN(c3ccccc3)CC2)cc1C (centres undefined)	1	-11	7	4	-11	6	7.7	0.3	-1
COc1ccc2c(c1)C1NC(=S)N[C@@](C)(O2)C1C(=O)Nc1ccccc1 (some centres undefined)	0	4	1	-51	3	/	-1.0	0.0	2
O=C(c1cccc(S(=O)(=O)N2CCCC2)c1)N1CCN(c2ccccc2)CC1	0	-5	4	-2	-2	-2	-1.0	-0.3	3
O=C(NNc1ccccc1[N+](=O)[O-])NC1CCCCC1	-4	7	1	7	-4	1	4.2	0.2	9
Cc1c(C(=O)NCc2ccc3c(c2)OCO3)sc2nc(-c3ccc(F)cc3)cn12	-12	-25	4	26	-42*	2	-0.2	-0.2	3

The listing continues.
mol	D1 potentiator	D2 potentiator	D1 ag	D2 antag	D1 antag	RXFP1 antag	D2 agonist	TRHR ag	TRHR enhancer
CC(C)c1ccc(NS(=O)(=O)c2ccc3[nH]cc(C(=O)N4CCC(C(N)=O)CC4)c(=O)c3c2)cc1	-2	-1	4	-10	-5	-3	-0.3	0.0	3
O=C1/C(=C\c2ccc(O)cc2)SC(=S)N1/N=C/c1ccc(O)cc1	4	10	111*	16	-23	-32	28	52*	10
CC(Oc1cc2oc(=O)c3c(c2cc1Cl)CCC3)C(=O)NCCCN1CCCC1=O (centres undefined)	-2	-6	0	15	-15	-12	-3.0	0.3	1
COc1ccc(-c2csc(Nc3ccc(S(=O)(=O)Nc4cc(C)on4)cc3)n2)cc1	-6	/	1	/	-12	3	/	-0.5	-2
Cc1ccc(NC(=O)N2CCCN(Cc3ccc(F)cc3)C2)cc1C	-4	-7	2	-1	6	-23	-1.0	-0.6	10
CCOc1ccc(CNC(=O)CCCn2c(=O)c3cccn3c3ccccc32)cc1	-3	-11	1	/	10	-25	0.7	-0.2	-1
COc1ccccc1/C=N/NC(=O)NC12CC3CC(CC(C3)C1)C2	10	-4	0	9	11	-25	0.5	0.0	-3
COc1ccc(CCNC(=O)CCc2nnc(Cc3ccc4c(c3)OCO4)o2)c(OC)c1	-6	1	9	5	-6	7	-1.0	-0.4	-3
Cc1nc(N2CCN(c3ccccc3)CC2)[nH]c(=O)c1CCC(C)C	-2	1	0	-3	-13	20	1.5	-0.1	0
Clc1ccc(OCCSc2ncccn2)cc1	-9	1	4	14	10	-2	-0.4	-0.8	-4

Other records.
mol	D1 potentiator	D2 potentiator	D1 ag	D2 antag	D1 antag	RXFP1 antag	D2 agonist	TRHR ag	TRHR enhancer
O=C(CSc1nnc(NC(=O)c2cccc(Cl)c2)s1)NCC1CCCO1 (centres undefined)	-3	-2	1	-3	-3	-20	0.1	0.3	8
Cc1ccc(NC(=S)NCCO)c(C)c1	6	-4	2	/	2	-13	0.7	0.1	0
COc1ccccc1-n1c(SCC(=O)NC2CCCCC2)nc2c(c1=O)SCC2	/	-4	3	-10	26	/	-2.3	0.3	-8
COC(=O)c1ccccc1NC(=O)c1ccc2c(=O)n3c(nc2c1)CCCCC3	-3	6	-2	/	5	0	0.9	-0.3	2
Cc1nnc(NC(=O)c2ccccc2)s1	0	-8	-1	/	9	-8	0.5	-0.3	6
COC(=O)[C@@H]1C[C@H]1[C@@H](NC(=O)c1ccccc1)c1ccccc1	2	4	-2	4	-6	/	-0.8	0.0	-5

From PubChem BioAssay
